Bioassay records from PubChem.
m-calpain inh: calpain II (pig) inhibition; hit rate 0.37% among 220,000; inhibition, % at 16 µM; purified calpain II, fluorogenic peptide substrate, 30 min; AID 1236;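 active = inhibition above about 50%, limit read from the data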
EBV gp42 block: blocks Epstein-Barr virus glycoprotein 42 binding; hit rate 0.42% among 220,000; Fluorescence polarization binding assay, mP read-out; AID 1085; inhibition, % (tested at 21.74 µM); in the data active = inhibition above about 50%
p97 inhibitor: inhibitors of human p97 ATPase | recombinant p97 ATPase, Kinase-Glo ATP luminescence, 3 h | AID 1481 | P55072 | hit rate 0.42% among 220,000 | inhibition, % at 8 µM; in the data active = inhibition above about 15%;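 also: 0% = DMSO vehicle and 100% = wells lacking enzyme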
Target sequence (P55072 whole entry, looked up): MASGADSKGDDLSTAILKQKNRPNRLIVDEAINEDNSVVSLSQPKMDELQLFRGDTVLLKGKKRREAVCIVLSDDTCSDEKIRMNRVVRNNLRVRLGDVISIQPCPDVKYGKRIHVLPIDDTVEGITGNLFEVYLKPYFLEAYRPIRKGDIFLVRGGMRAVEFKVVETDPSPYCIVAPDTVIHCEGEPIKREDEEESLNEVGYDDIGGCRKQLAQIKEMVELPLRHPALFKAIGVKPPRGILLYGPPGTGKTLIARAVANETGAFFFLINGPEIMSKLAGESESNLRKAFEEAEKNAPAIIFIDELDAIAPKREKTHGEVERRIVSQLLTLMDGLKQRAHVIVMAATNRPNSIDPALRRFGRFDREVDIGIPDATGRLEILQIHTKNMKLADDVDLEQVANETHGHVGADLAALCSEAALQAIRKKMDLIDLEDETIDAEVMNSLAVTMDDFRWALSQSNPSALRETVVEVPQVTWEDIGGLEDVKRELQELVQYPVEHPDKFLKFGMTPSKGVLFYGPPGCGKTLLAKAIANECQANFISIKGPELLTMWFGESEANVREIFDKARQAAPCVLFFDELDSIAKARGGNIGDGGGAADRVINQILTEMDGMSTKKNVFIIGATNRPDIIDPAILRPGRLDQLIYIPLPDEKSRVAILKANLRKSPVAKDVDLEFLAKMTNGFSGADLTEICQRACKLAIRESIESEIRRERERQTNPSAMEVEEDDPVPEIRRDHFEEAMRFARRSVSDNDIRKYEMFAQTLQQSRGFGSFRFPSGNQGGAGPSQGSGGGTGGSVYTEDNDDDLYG
TbHK1 inh: blocks Trypanosoma brucei hexokinase 1 activity; recombinant TbHK1, G6PDH-coupled NADH A340; inhibition, % at 10 µM; hit rate 0.11% among 220,000; AID 1430;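 active = inhibition of 50% or more in the single-dose primary screen; inactive = inhibition below 50%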
NCF1 inh: p47phox (human) inhibition; AID 1274; hit rate 0.53% among 220,000; P14598; inhibition, % at 24.7 µM; p47phox/p22phox peptide binding, fluorescence polarization, 2 h;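 active = inhibition above about 30%, limit read from the data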;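 also: 0% = p47phox with labelled peptide and 100% = labelled peptide alone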
Runt-SMMHC FRET: blocks binding of human RUNX1 Runt domain to CBFb-SMMHC; hit rate 0.74% among 220,000; inhibition, % at 20 µM; Cerulean-Runt/Venus-CBFb-SMMHC FRET ratio 530/480, 1 h; Q01196+Q13951;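 active = mean inhibition across duplicate retests at 20 µM reaching about 50%, limit read from the data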;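 also: 0% = DMSO wells and 100% = wells with excess untagged CBFb-SMMHC; inhibitors lower the FRET ratio by blocking Runt binding to CBFb-SMMHC; some results filed as inactive read as strong as hits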
Runt-CBFb FRET: Runt domain-CBFb interaction inhibition. Cerulean-Runt/Venus-CBFb FRET ratio 530/480, 1 h. inhibition, % at 20 µM. hit rate 0.46% among 220,000. AID 1496;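 active = inhibition over about 50% at 20 µM in the single-dose screen, limit read from the data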;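 also: 0% = DMSO wells and 100% = excess unlabeled CBFb competitor control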
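Measured by: fluorescence energy transfer, 422 nm excitation, 530/480 nm emission; test system: Cerulean-tagged RUNX1 Runt domain (FRET donor) fusion protein; buffer or medium: Tris pH 7.5 buffer with BSA; compound: one dose, 20 µM compound, 1% DMSO; times: two 1 h room-temperature incubations shielded from light; benchmarks: unlabeled CBFb 5 µM, positive control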
RBBP9 inhibitor: blocks human serine hydrolase RBBP9 | O75884 | recombinant RBBP9, FP-Rh probe fluorescence polarization | inhibition, % at 7.94 µM | hit rate 0.2% among 220,000;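 active = inhibition above the campaign mean of all tested compounds plus 3 SD, cut at about 14% in these data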;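 also: plate controls were DMSO wells with RBBP9 for no effect and wells lacking RBBP9 protein for full effect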
Target sequence (O75884 whole entry, looked up): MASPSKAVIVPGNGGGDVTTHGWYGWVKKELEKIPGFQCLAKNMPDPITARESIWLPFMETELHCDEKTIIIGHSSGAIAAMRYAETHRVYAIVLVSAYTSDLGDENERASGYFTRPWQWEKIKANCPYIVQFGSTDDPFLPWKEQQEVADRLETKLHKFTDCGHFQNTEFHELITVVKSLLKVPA
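Measured by: FP readout at 525/598 nm; material: recombinant human RBBP9; also added: Serine-hydrolase probe FP-Rh, 375 nM pre-mixing; medium: Tris buffer pH 8.0, NaCl, Pluronic; replication: one well per compound; doses: one concentration, 7.94 µM nominal, 0.794% DMSO; timing: preincubation 30 min plus labeling 45 min at 25 °C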
Furin inh: inhibitors of human furin; P09958; purified furin, fluorogenic substrate cleavage; inhibition, % at 30 µM; hit rate 0.061% among 220,000; in the data active = inhibition above about 25%; also: inactives centre near -15
The depositor's hits bear a star; x = not tested or not shown; & = joins results of further samples; [ ] = dose if it differs, or a comment.

#	SMILES	m-calpain inh	EBV gp42 block	p97 inhibitor	TbHK1 inh	NCF1 inh	Runt-SMMHC FRET	Runt-CBFb FRET	RBBP9 inhibitor	Furin inh
1	COC(=O)C1(CCSC)NC(c2ccccc2F)C2C(=O)N(c3ccc4c(c3)OCCO4)C(=O)C21 (stereo not drawn)	-3	-9	4	-1	-12	-1	0	-7	-31
2	Cc1ccc(/S(C)=N/S(=O)(=O)c2ccc(C)cc2)cc1 (stereo not drawn)	3	-2	5	-2	0	-2	-4	-6	-2[20 µM]
3	CCN(CC)S(=O)(=O)c1cc(NC(=O)[C@@H](NC(N)=O)C(C)C)ccc1C	-5	5	-1	-3	26	-2	0	-4	-29
4	CC(C)CNC(=O)C1CCN(c2ccc(S(=O)(=O)N3CCOCC3)cc2)CC1	-22	-17	3	6	-15	-2	-3	-5	-29
5	CCOc1nc(-c2ccc(C)cc2)ccc1-c1noc(-c2cccnc2)n1	-53	-24	-4	-9	-17	5	2	-7	-11[20 µM]
6	CSc1nc(-c2ccc(Cl)cc2)nc(N)c1C#N	-8	-7	0	-13	-4	0	-1	-7	-10
7	Cn1c(NC(=O)Cc2cccs2)cc(=O)n(C)c1=O	-11	-14	1	-4	8	0	1	6	-12
8	COC(=O)C1=C(C(=O)OC)SC(=C2C(=S)C(C)(C)N(C(=O)CC(C)C)c3ccccc32)S1	-2	-18	1	-12	-12	6	21	-8	-11[20 µM]
9	COc1ccccc1NC(=O)C(=O)NCc1ccncc1	8	17	-3	-5	-8	4	-2	-7	-14
10	O=C(CNS(=O)(=O)c1ccccc1)N/N=C\c1ccc(Cl)cc1	13	3	-1	1	4	-4	1	7	-15
11	Cc1ccc(-c2nnc(N3CCC(C)CC3)c3ccccc23)cc1C	13	4	-7	-4	-5	-2	-3	-10	-12
12	CCCCC(O)(CCCC)C(=O)NN(C(=O)c1cccnc1Cl)c1ccccc1	0	4	2	-5	-13	-1	1	1	-21
13	COc1ncnc2sc(-c3ccccc3)cc12	-7	-27	0	-3	-7	1	0	3	-11
14	COc1ccc(S(=O)(=O)N2CCNC(=O)C2)cc1Br	-3	4	5	-6	6	0	-24	-2	-13
15	CCOc1ccc(CN(CCO)CCO)cc1[N+](=O)[O-]	-5	-9	3	0	-5	2	2	-1	-18
16	CC(NC(=O)c1cccnc1)C(c1cccs1)N1CCOCC1 (stereo not drawn)	-16	-10	2	2	-19	-4	3	-2	-9[20 µM]
17	O=c1[nH]c(CN2CCN(CCO)CC2)nc2ccccc12	5	-12	2	7	1	0	-2	0	-24[20 µM]
18	Cc1cc(Nc2cc(F)ccc2C)n2ncnc2n1	4	-8	7	-6	5	-2	0	-3	-24
19	CN1CCN(CCCNC(=O)c2ccc3c(c2)N(Cc2ccccc2)CCS3)CC1	-498	-17	-4	-1	-9	2	4	-6	-47
20	COC(=O)c1ccccc1NC(=S)NC(=O)C1CC1	-43	-7	14	-8	-4	0	2	0	-13[20 µM]
21	CC(=O)N1CCN(c2ccc(NC(=O)c3ccc4c(c3)OCO4)cc2)CC1	32	-8	5	-5	1	-1	1	-6	-25
22	O=C(CSc1nc2ccccc2c(=O)n1-c1ccccc1)N1CCCC1	7	-7	0	23	-4	0	2	-8	-17[20 µM]
23	CCOC(=O)C(C)Oc1cc(Cl)c(C=O)cc1OC (stereo not drawn)	-8	-5	2	-9	-11	0	-1	-3	-19
24	O=C(CSc1ccsc1[N+](=O)[O-])NCc1ccccc1	-35	5	0	-19	-4	-2	3	-5	-9
25	Cc1cc(C(C)(C)C)cc(C)c1CC1=NCCN1	1	-8	1	1	2	-7	-1	5	-13
26	COc1ccc(C2=NN(C(=O)c3ccc(Cl)c([N+](=O)[O-])c3)C(c3ccccc3)C2)cc1 (stereo not drawn)	45	-4	0	-13	-10	4	2	0	-17
27	COc1ccc(CN(C)CCc2ccccn2)c(OC)c1OC	12	-3	-2	3	0	0	-2	-7	-10
28	O=C(c1ccc(Br)cc1)c1sc(N2CCOCC2)nc1-c1ccccc1	3	8	-5	-7	2	3	0	-8	-11
29	COc1ccc(OCCCC(=O)Nc2cccc(SC)c2)cc1	33	-39	-4	2	-12	0	0	-4	-13
30	CC(=O)CCS(=O)(=O)c1ccc(NC(C)=O)cc1	-38	-12	-1	5	-9	40	4	-2	-9[20 µM]

Entries of single compounds, looked up by structure. Order of values: m-calpain inh	EBV gp42 block	p97 inhibitor	TbHK1 inh	NCF1 inh	Runt-SMMHC FRET	Runt-CBFb FRET	RBBP9 inhibitor	Furin inh
CCN(CC)S(=O)(=O)c1cc(NC(=O)[C@@H](NC(N)=O)C(C)C)ccc1C in the list: -5	5	-1	-3	26	-2	0	-4	-29
COc1ccc(C2=NN(C(=O)c3ccc(Cl)c([N+](=O)[O-])c3)C(c3ccccc3)C2)cc1 (stereo not drawn) in the list: 45	-4	0	-13	-10	4	2	0	-17
Cc1ccc(/S(C)=N/S(=O)(=O)c2ccc(C)cc2)cc1 (stereo not drawn) in the list: 3	-2	5	-2	0	-2	-4	-6	-2[20 µM]
COC(=O)C1(CCSC)NC(c2ccccc2F)C2C(=O)N(c3ccc4c(c3)OCCO4)C(=O)C21 (stereo not drawn) in the list: -3	-9	4	-1	-12	-1	0	-7	-31

Further results:
#	SMILES	m-calpain inh	EBV gp42 block	p97 inhibitor	TbHK1 inh	NCF1 inh	Runt-SMMHC FRET	Runt-CBFb FRET	RBBP9 inhibitor	Furin inh
31	CC(NC(=O)COc1ccc(/C=N/NS(=O)(=O)c2ccccc2)cc1)c1ccccc1 (stereo not drawn)	-8	-2	2	-3	4	1	19	6	-26[20 µM]
32	O=C(c1ccccc1)c1cc(Cl)ccc1N1C(=O)C=CC1=O	26	-36	2	4	0	58	49	-2	-24
33	Cc1cc(CNC(=O)Nc2ccc3c(c2)OCO3)nn1C	20	-18	1	0	2	-3	2	-3	-28[20 µM]
34	Cc1ccc(C(=O)N(Cc2ccc3c(c2)OCO3)Cc2nc3ccccc3c(=O)[nH]2)cc1	30	5	0	-8	-3	1	17	1	-19[20 µM]
35	Cc1ccc2c(c1)-c1cc(C)nn1C(c1ccc3c(c1)OCO3)N2 (stereo not drawn)	-98	0	2	-5	-3	0	-2	-4	-25[20 µM]
36	C=CCN1CCc2c(cc(O)c(O)c2Cl)C(c2ccccc2)C1 (stereo not drawn)	-19	0	x	-10	-6	3	11	x	-31
37	Clc1ccc(-c2nc(/C=N/N3CCOCC3)c3ccccn23)cc1	4	-18	2	-18	-17	-6	0	-5	-19
38	CCOC(=O)C1=C(N)Oc2c(oc(CO)cc2=O)C1c1ccccc1 (stereo not drawn)	15	3	-4	11	-1	2	-2	-4	-1
39	COc1cccc(CNC(=O)N[C@@H](C)C(=O)O)c1	-11	3	3	-7	-8	0	0	-5	1
40	NS(=O)(=O)c1ccc(CCNC(=S)Nc2ccc(S(N)(=O)=O)cc2)cc1	-8	-22	4	38	1	16	35	-6	-18
41	COc1ccc(CNC(=S)Nc2cc(C)cc(C)c2)cc1	18	-8	-2	0	-6	-4	-1	-8	-23[20 µM]
42	COc1ccccc1/C=C/C(=O)OCC(=O)NCCC1=CCCCC1	-39	0	-1	-7	-5	-1	-2	-2	-15
43	CN1C(=O)C(O)(CC(=O)c2ccccc2O)c2cc(Br)ccc21 (stereo not drawn)	-4&-14	-3&4	6	-4	-16&-12	0	0	-6	-27
44	COc1cc(NC(=O)c2ccccc2-c2ccccc2)cc(OC)c1	11	-4	2	2	-1	4	-2	-5	-20
45	Cc1onc(-c2ccccc2)c1C(=O)N1CCN(C)CC1	13	5	-4	-5	-1	0	1	-4	-19[20 µM]
46	Cc1cc(CSc2ccccc2)ccc1NC(=O)COc1ccccc1C	0	-10	5	-8	-11	2	-4	3	-19
47	CN1C(CC(=O)c2ccccc2)CCCC1CC(O)c1ccccc1 (stereo not drawn)	-10	-21	-3	0	-5	1	-1	-2	-19[20 µM]
48	O=C(c1cnccn1)N1CCN(C/C=C/c2ccccc2)CC1	-1	-34	4	-5	-12	5	-1	-5	-23
49	CCOc1ccc(S(=O)(=O)n2ccc(C)n2)c2ccccc12	26	-3	0	23	0	-6	0	1	-15
50	CCOC(=O)c1cccc(NC(=O)CCc2c(C)nc3ncnn3c2C)c1	-16	-13	3	5	-4	4	0	-6	-34
51	CCn1c(=O)cc(SCC(=O)N2CCN(c3ccccn3)CC2)c2ccccc21	4	-5	-1	-6	-25	-2	0	-5	-13
52	CCC(C)(C)n1nnnc1C(c1ccc(OC)c(OC)c1)N1CCN(c2cccc(OC)c2)CC1 (stereo not drawn)	3	-2	-3	-4	-5	2	-2	-2	-17[20 µM]
53	NC(=O)CC(NC(=O)c1ccccc1)c1ccc(NC2CCC2)c([N+](=O)[O-])c1 (stereo not drawn)	-29	-6	x	12	-14	-4	-5	x	-14
54	N=c1n(CCN2CCCCC2)c2ccccc2n1CC(O)c1ccco1 (stereo not drawn)	-14	2	3	-9	-5	0	-2	-2	-16
55	Cc1ccc(CSCC(=O)Nc2ccc(F)cc2)cc1	-1	-4	1	-4	5	-1	2	-10	-16
56	COc1cccc(NC(=S)NCCN2CCOCC2)c1	16	-16	4	-8	-14	1	0	-9	-27
57	COCc1nc2ccccc2n1Cc1ccccc1	34	-9	-8	-3	-6	-2	0	-4	-8[20 µM]
58	CC(C)(C)OC(=O)NCc1n[nH]c(=S)n1C1CC1	3	-11	-6	1	-3	5	7	-4	-2
59	CC1=NN(c2nc(-c3ccc(C)cc3)cs2)C(=O)C1N=Nc1cccc(C)c1 (stereo not drawn)	-68	-19	4	2	-42	-7	-4	-5	-6
60	O=C(/C=C/c1ccccc1)Nc1cc(C(=O)O)cc(C(=O)O)c1	-12	-1	5	-15	6	0	1	0	-13

#	SMILES	m-calpain inh	EBV gp42 block	p97 inhibitor	TbHK1 inh	NCF1 inh	Runt-SMMHC FRET	Runt-CBFb FRET	RBBP9 inhibitor	Furin inh
61	CCCc1cc2c(cc1NC(=O)c1ccccc1C)OCO2	-3	-13	1	-1	-4	-3	-1	1	-6[20 µM]
62	O=C(COC(=O)c1cc(S(=O)(=O)N2CCOCC2)c(Cl)cc1Cl)Nc1ncc(C(F)(F)F)cc1Cl	-9	-19	3	-1	-25	-2	-2	1	-8[20 µM]
63	COC(=O)c1ccccc1OC(=O)c1cccnc1	16	-3	7	0	4	2	3	2	-8[20 µM]
64	COc1ccc(NC(=O)CSC2CC(=O)N(c3ccc4c(c3)OCCO4)C2=O)cc1 (stereo not drawn)	2	0	5	2	1	2	4	-12	-24
65	CCOC(=O)c1ccc(NC(=O)Nc2ccc(F)cc2)cc1	-4	-9	2	-8	-8	4	-1	-10	-20[20 µM]
66	Cc1ccc2nc(SCC(=O)N3CCOCC3)[nH]c2c1	-15	-22	1	1	-16	0	2	-1	-11[20 µM]
67	Cc1ccccc1OC(=O)n1c(=S)oc2cc(Cl)ccc21	-3	-16	4	-4	-17	-2	15	2	-4[20 µM]
68	O=C(NCCN1CCOCC1)c1cc(-c2ccc(F)cc2)on1	-3	-26	3	-2	-6	-4	-1	-5	-15
69	CN(C)c1ccnc(Nc2ccccc2)c1C#N	-11	-8	5	-2	1	1	0	0	-13
70	Cc1ccccc1NC(=O)Nc1nc2ccc(S(C)(=O)=O)cc2s1	-3	-5	0	2	-3	-7	-2	-4	-9
71	COCCCn1c(SCC(=O)N2CCc3ccccc32)nnc1-c1ccoc1C	x	x	1	-10	x	x	x	-10	-34[20 µM]
72	O=S(=O)(NCCSc1ccccc1)c1ccc(F)cc1	-28	-5	-3	3	-5	-9	-2	-4	-10[20 µM]
73	CC(C)NC(=O)C1CCN(C(=O)C(C(=O)c2ccccc2)n2cc(Cl)ccc2=O)CC1 (stereo not drawn)	1	2	4	0	0	0	1	-4	-17
74	Cn1c(SCC(=O)N2CCOCC2)nnc1-c1ccc(Cl)cc1Cl	-9	-30	-3	-1	0	3	0	-2	-23
